EBNA-1 inh: blocks EBNA-1 binding to DNA; inhibition, % at 14.8 µM; EBNA-1 DNA binding, fluorescence polarization; AID 1950; 0.34% of 300,000 active; in the data active means inhibition above about 28%
PAFAH2 inh: inhibitors of human PAFAH2. recombinant PAFAH2, FP-rhodamine activity probe, fluorescence polarization. inhibition, % at 3.39 µM. 0.99% of 340,000 active;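 active means inhibition above the mean over all tested compounds plus 3 SD, cut at about 30% in these data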;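 further: inhibitors block probe labeling of enzyme so polarization drops; 0% = enzyme with DMSO and 100% = wells lacking PAFAH2 protein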
PAFAH1B2 inh: PAFAH1B2 (human) inhibition | recombinant PAFAH1B2, FP-rhodamine activity probe, fluorescence polarization | inhibition, % at 3.39 µM | 1.2% of 340,000 active | P68402;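 active means inhibition above the mean of all tested compounds plus 3 SD, cut at about 24% in these data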;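 further: 0% = enzyme with DMSO and 100% = wells lacking PAFAH1B2; many of its hits are not listed in these tables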
PREPL inhibitor: inhibits the human prolyl oligopeptidase-like enzyme; recombinant PREPL, fluorescence polarization activity-based probe; inhibition, % at 5.96 µM; 0.68% of 320,000 active; Q4J6C6; in the data active means inhibition above about 43%;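 further: 0% = enzyme with DMSO and 100% = wells lacking enzyme; many of its hits are not listed in these tables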
PAFAH1B3 FP inh: inhibitors of human PAFAH1B3 | Q15102 | recombinant PAFAH1B3, FP-rhodamine probe, fluorescence polarization | inhibition, % at 3.39 µM | 0.28% of 340,000 active | AID 492972;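 active means inhibition above the screen-wide average of all tested compounds plus 3 SD, cut at about 25% in these data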;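 further: 0% = enzyme with DMSO only and 100% = wells lacking PAFAH1B3 protein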
pPAFAH inh: inhibitors of human plasma PAF acetylhydrolase (pPAFAH). 1.5% of 330,000 active. AID 463082. Q13093. inhibition, % at 3.39 µM. recombinant pPAFAH, FP-rhodamine probe fluorescence polarization;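 active means inhibition above the mean inhibition across the screen plus 3 SD, cut at about 25% in these data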;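 further: inhibitors block binding of the rhodamine activity-based probe so polarization drops; 0% = enzyme with DMSO and 100% = wells lacking pPAFAH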
Target sequence (Q13093 whole entry, looked up): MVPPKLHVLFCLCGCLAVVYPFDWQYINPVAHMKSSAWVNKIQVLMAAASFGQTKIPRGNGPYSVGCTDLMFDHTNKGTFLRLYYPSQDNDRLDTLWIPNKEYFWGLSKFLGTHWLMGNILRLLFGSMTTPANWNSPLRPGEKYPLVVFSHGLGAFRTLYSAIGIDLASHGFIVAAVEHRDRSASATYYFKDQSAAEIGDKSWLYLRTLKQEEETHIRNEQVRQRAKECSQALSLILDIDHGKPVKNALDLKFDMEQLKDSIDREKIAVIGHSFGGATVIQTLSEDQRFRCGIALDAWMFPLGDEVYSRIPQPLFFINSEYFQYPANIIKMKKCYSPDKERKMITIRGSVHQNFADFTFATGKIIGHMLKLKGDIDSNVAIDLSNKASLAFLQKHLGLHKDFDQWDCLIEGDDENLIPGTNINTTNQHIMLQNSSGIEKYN
LYPLA2 counter: counter-screen for PME1 inhibitors: inhibitors of human LYPLA2; O95372; recombinant LYPLA2, FP-Rh probe fluorescence polarization; inhibition, % at 5.9 µM; 0.38% of 320,000 active; AID 2177;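 active means inhibition above the screen-wide mean plus 3 SD, limit set per campaign, cut at about 26% in these data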;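 further: 0% = LYPLA2 with DMSO and 100% = wells lacking LYPLA2 enzyme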
Target sequence (O95372 whole entry, looked up): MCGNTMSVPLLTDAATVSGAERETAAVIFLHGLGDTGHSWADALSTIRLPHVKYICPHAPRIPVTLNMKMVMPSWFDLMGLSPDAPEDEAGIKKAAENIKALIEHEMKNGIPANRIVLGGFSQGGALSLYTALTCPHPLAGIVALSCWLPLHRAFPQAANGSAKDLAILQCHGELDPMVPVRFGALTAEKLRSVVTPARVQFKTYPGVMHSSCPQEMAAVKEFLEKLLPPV
ZTA DNA inh: counter-screen for EBNA-1 inhibitors: inhibitors of Epstein-Barr virus ZTA | P03206 | ZTA-DNA binding, fluorescence polarization | inhibition, % at 11 µM | 0.15% of 320,000 active; in the data active means inhibition above about 33%
LYPLA1 counter: counter-screen for PME1 inhibitors: inhibitors of human LYPLA1. O75608. recombinant LYPLA1, FP-Rh probe fluorescence polarization. inhibition, % at 5.9 µM. 0.16% of 320,000 active. AID 2174;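 active means inhibition above the mean of all tested compounds plus 3 SD, set per campaign, cut at about 14% in these data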;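 further: inhibitors block serine hydrolase probe labeling of LYPLA1 so polarization falls; 0% = enzyme with DMSO and 100% = wells lacking LYPLA1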
Target sequence (O75608 whole entry, looked up): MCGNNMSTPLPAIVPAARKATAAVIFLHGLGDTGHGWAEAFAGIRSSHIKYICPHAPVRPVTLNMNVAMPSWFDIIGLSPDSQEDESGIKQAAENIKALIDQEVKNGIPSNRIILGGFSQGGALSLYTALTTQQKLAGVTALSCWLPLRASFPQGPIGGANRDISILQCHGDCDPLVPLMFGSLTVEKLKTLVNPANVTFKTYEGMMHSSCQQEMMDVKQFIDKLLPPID
* = called active by the depositor; . = not tested or not shown.

Values in the order – EBNA-1 inh	PAFAH2 inh	PAFAH1B2 inh	PREPL inhibitor	PAFAH1B3 FP inh	pPAFAH inh	LYPLA2 counter	ZTA DNA inh	LYPLA1 counter
- O=[N+]([O-])c1cc(S(=O)(=O)CCCN2CCOCC2)ccc1F
    4.8	6.1	-1.3	0.0	5.1	0.2	-2.0	8.1	-2.3
- CCc1ccc(C2C3=C(CC(C)(C)CC3=O)OC3=C2C(=O)CC(C)(C)C3)cc1
    -12.7	1.8	-0.8	5.0	1.8	2.8	3.5	-20.2	0.4
- O=C(CCNC(=O)c1ccccc1Cl)OCC(=O)c1ccccc1
    -0.2	1.6	-2.3	13.8	-2.6	6.3	-5.6	-8.0	-2.7
- COC(=O)[C@H](Cc1ccccc1)NC(=O)N1CCCCC1
    0.3	5.1	6.1	4.7	1.3	4.1	-0.8	2.2	0.8
- CCOc1ccc(NC(C)=O)cc1
    0.1	-7.8	-2.5	9.4	5.8	-6.0	5.8	-12.8	-0.2
- NC(=O)CC[C@H](NC(=O)c1ccc(F)cc1)C(=O)OCC(=O)Nc1ccc(N2CCOCC2)cc1
    5.2	-2.2	1.2	-1.4	2.0	8.0	4.3	11.7	-2.5
- Cc1ccc(C)c(Cn2c(=O)n(-c3ccc(CC(=O)NCc4ccco4)cc3)c(=O)c3sccc32)c1
    2.8	-29.9	-15.1	-11.8	-33.2	-6.9	-55.1	-9.5	-22.5
- Cc1ccc(-n2sc3ccccc3c2=O)cc1S(=O)(=O)N1CCCCC1
    5.3	17.4	11.4	7.8	1.1	21.5	-1.3	1.7	0.3
- COc1ccc(-n2ncc3c2CC(C)(C)CC3NC(=O)C2=CC(=O)CC(C)(C)O2)cc1 (stereo unspecified)
    -14.4	-2.5	-2.4	3.0	4.3	2.7	0.9	-8.0	0.1
- CC(C)(C)c1ccc(C2(C)NC(=O)N(CC(=O)c3ccc[nH]3)C2=O)cc1 (stereo unspecified)
    -5.9	0.3	-3.3	15.3	4.3	5.0	10.8	-5.1	-1.4
- CCOc1ccc(Oc2nc(NCC(C)C)nc(N(C)C)n2)nn1
    3.1	2.4	1.6	-3.1	-3.9	2.5	-1.8	1.4	1.3
- CCC1CCCCN1C(=O)CSc1nnc(-c2ccc(Cl)s2)o1 (stereo unspecified)
    -6.0	-2.0	-0.7	0.6	-1.1	0.7	-0.3	6.6	1.3
- CCOC(=O)c1cnc2c(ccc3ccccc32)c1N
    25.4	-19.9	1.3	3.0	-2.4	2.8	-3.8	-19.0	0.2
- c1ccc(-n2nnnc2-c2cnc(-c3ccncc3)nc2-c2cccs2)cc1
    -9.8	-10.1	2.5	-21.6	1.0	-9.2	-10.2	-3.0	-5.2
- CCC1=C(OC(=O)N(CC)CC)N2C(=O)OC(=NCCc3c[nH]c4ccccc34)[C@]2(C)[C@H]2C1=CC[C@H]1C(=O)N(C)C(=O)[C@H]12
    -7.3	-0.3	5.5	17.0	-1.4	1.5	4.9	-12.7	-1.0
- O=c1[nH]c(C2CCN(S(=O)(=O)c3ccc(S(=O)(=O)NC4CC4)cc3)CC2)nc2c1nnn2Cc1cccc(F)c1
    -2.8	-8.6	2.0	15.5	0.3	21.6	2.6	9.5	-3.8
- NC(=O)N/N=C/C=C/c1ccccc1
    4.5	-3.3	4.0	9.7	2.7	3.0	6.3	2.9	-1.3
- COc1ccc(-c2c(C)c3ccc(OCC(C)=O)cc3oc2=O)cc1
    -16.4	.	.	0.5	.	-5.9	-6.1	-4.8	-7.4
- C=CCNC(=S)NNc1nc2c(c(=O)[nH]1)C1(CCCCC1)Cc1ccccc1-2
    5.7	6.5	16.4	-7.8	-4.8	17.1	-6.1	-8.4	-9.7
- O=C(O)C(c1ccccc1)N1C(=O)/C(=C/c2cccs2)SC1=S (stereo unspecified)
    -10.0	12.1	6.0	17.2	3.4	0.8	6.0	-15.7	0.1

Already shown: 2 of the compounds above.
Values in the order – EBNA-1 inh	PAFAH2 inh	PAFAH1B2 inh	PREPL inhibitor	PAFAH1B3 FP inh	pPAFAH inh	LYPLA2 counter	ZTA DNA inh	LYPLA1 counter
- O=[N+]([O-])c1cc(S(=O)(=O)CCCN2CCOCC2)ccc1F
    4.8	6.1	-1.3	0.0	5.1	0.2	-2.0	8.1	-2.3
- CCc1ccc(C2C3=C(CC(C)(C)CC3=O)OC3=C2C(=O)CC(C)(C)C3)cc1
    -12.7	1.8	-0.8	5.0	1.8	2.8	3.5	-20.2	0.4

The results go on:
Values in the order – EBNA-1 inh	PAFAH2 inh	PAFAH1B2 inh	PREPL inhibitor	PAFAH1B3 FP inh	pPAFAH inh	LYPLA2 counter	ZTA DNA inh	LYPLA1 counter
- CCCCCCC/C=N/Nc1nnc(Cc2ccccc2)c(=O)[nH]1
    -10.4	1.4	5.8	3.0	9.8	-5.3	1.4	-9.6	-0.8
- CCOC(=O)c1c(C)c(C(=O)Nc2ccc(N(C)C)cc2)c(C)n1CC
    10.5	-1.5	5.0	12.7	5.9	9.3	3.6	6.7	1.1
- CCCn1cc(CN2CCCC(CNC(=O)c3ccc(F)cc3)C2)c(C)n1 (stereo unspecified)
    5.0	5.4	-2.9	3.5	4.2	0.8	-5.9	-4.3	-4.3
- Cc1[nH]nc(SCC(=O)NCc2ccccc2)c1[N+](=O)[O-]
    9.7	0.0	5.1	-6.0	4.0	5.6	-1.1	11.5	-0.2
- Cc1nn(Cc2ccc(Cl)cc2)c(C)c1NC(=O)c1c(-c2ccccc2)noc1C
    2.5	-4.7	-0.8	-30.4	7.3	2.7	-3.1	12.6	2.7
- COc1ccc(OC)c(NC(=O)C(=O)NCCC2=CCCCC2)c1
    5.5	-1.9	3.8	15.3	-1.3	10.6	9.0	-2.2	-4.2
- O=C(Nc1ccccc1)Nc1n[nH]c2nnc(-c3ccccc3)c(-c3ccccc3)c12
    2.5	8.4	-5.3	-11.1	-6.3	1.2	3.0	-0.9	-0.2
- COc1ccc(NC(=O)C2CCN(c3nc(C)nc4c3CCC4)CC2)cc1
    2.1	4.1	-2.8	5.5	-8.1	1.7	-2.8	-7.3	2.1
- Cn1nnnc1Sc1ncnc2scc(-c3ccccc3C(F)(F)F)c12
    .	4.8	-0.6	18.0	16.4	2.6	4.9	-0.5	3.8
- Cc1nn(Cc2ccccc2Cl)c(C)c1NC(=O)NC12CC3CC(CC(C3)C1)C2
    -1.3	9.5	13.5	-5.1	7.7	6.1	-0.8	13.4	0.4
- O=C(CN1CCN(c2cccc(C(F)(F)F)c2)CC1)N(C1CC1)C1CCS(=O)(=O)C1 (stereo unspecified)
    .	3.4	3.7	8.3	5.0	0.1	4.0	11.3	-0.1
- CCOC(=O)N1CCN(S(=O)(=O)N2CCCC(C(=O)NCc3cccc(OC)c3)C2)CC1 (stereo unspecified)
    -6.4	0.0	-0.3	-0.7	-3.8	5.2	3.8	-6.7	-0.1
- CCCn1ncc(CN2CCC(CO)(Cc3ccc(OC)cc3)CC2)c1C
    -24.2	.	.	11.1	.	-10.5	4.5	3.3	2.6
- COc1ccc(C(=O)N2CCC(n3nccc3NC(=O)C3CC3)CC2)c(OC)c1OC
    -12.9	-1.6	-0.6	8.9	4.9	1.7	8.4	-3.7	-0.8
- C=CCC1(O)C(=O)N2C(=C1C(=O)N1CCOCC1)c1ccccc1CC2(C)C (stereo unspecified)
    -10.4	-4.0	8.2	21.4	7.8	-4.6	1.1	9.3	-0.2
- OC(CN(c1ccccc1)c1ccccc1)Cn1cnc2ccccc21 (stereo unspecified)
    0.3	0.2	-1.6	38.0	5.5	5.0	6.9	-14.3	1.5
- CCOC(=O)c1c(-c2ccc(C)o2)csc1NC(=O)CSc1nnnn1-c1ccccc1
    -0.2	1.6	0.5	-11.0	-8.0	7.1	-10.9	5.8	-8.1
- O=C(CCN1C(=O)c2ccccc2C1=O)NCc1ccc(F)cc1
    -0.5	-5.3	2.1	-6.6	-4.7	4.9	0.9	6.0	-1.3
- COc1ccc(CNc2ncccn2)cc1OC
    -3.3	0.8	-1.8	13.6	6.3	0.4	-0.9	-6.6	-0.8
- Cc1cc(C(=O)Nc2ccc3nc(C)sc3c2)c2ccccc2n1
    -5.0	-4.8	1.2	18.4	8.4	-1.0	0.4	1.7	0.4

Next part:
Values in the order – EBNA-1 inh	PAFAH2 inh	PAFAH1B2 inh	PREPL inhibitor	PAFAH1B3 FP inh	pPAFAH inh	LYPLA2 counter	ZTA DNA inh	LYPLA1 counter
- N=C1/C(=C/c2cccn2CCOc2ccccc2)C(=O)N=C2SC=C(c3ccccc3)N12
    -1.1	-27.1	-10.4	3.9	-16.8	5.0	-29.6	-11.7	-25.9
- CC(OC(=O)c1cc(=O)[nH]c2ccccc12)C(=O)NC1CCCCC1C (stereo unspecified)
    -5.2	-4.5	3.5	4.3	1.1	1.1	0.7	-2.6	1.2
- Cc1nccn1CCCN1C(=O)CNC1=S
    -15.1	-0.1	2.2	11.2	7.4	5.6	-3.7	-13.3	-3.5
- Cc1cc(N)n(-c2ccccc2C)n1
    -12.2	10.0	2.2	3.1	1.4	3.7	0.2	9.2	-1.2
- CCCCn1c(O)c(N=Nc2ccccn2)c2ccccc21
    5.7	-3.6	-1.4	4.6	12.1	8.1	-5.8	-13.0	-3.5
- Cc1cccc(/C=N/NC(=O)c2ccc(NC(=O)c3ccccc3Cl)cc2)n1
    -6.0	-8.1	2.7	-0.6	-3.7	-1.8	5.7	4.2	1.0
- C#CCOc1ccc(/C=C2/C(=O)ON=C2C)cc1Cl
    -11.5	3.7	0.1	1.9	2.8	-1.4	7.2	0.6	-2.4
- C=CCNC(=O)CN1CCC(c2nc3ccccc3[nH]2)CC1
    3.7	1.4	1.3	1.6	3.0	1.4	-2.9	8.0	-4.1
- CNC(=O)c1[nH]cnc1C(=O)Nc1ccc(C)cc1
    5.9	2.2	-4.5	-4.3	-1.3	-2.0	1.1	-5.0	-1.4
- O=C1c2ccccc2S(=O)(=O)N1CC1CC(c2ccccc2Cl)=NO1 (stereo unspecified)
    10.8	-0.6	4.0	-1.0	6.4	3.6	8.6	8.7	-0.1
- CC(C(=O)NN=C(c1ccccc1)c1ccccc1)N1CCOCC1 (stereo unspecified)
    3.1	-1.6	-3.5	3.5	0.9	3.8	0.4	2.5	-2.1
- O=C(CN1C(=O)c2ccccc2C1=O)Nc1cccnc1
    0.8	0.8	-3.4	3.5	1.8	2.5	5.5	9.8	3.0
- Cc1ccc(S(=O)(=O)N(NC2=NS(=O)(=O)c3ccccc32)C(=O)c2ccccc2)cc1
    -7.8	-5.5	6.7	11.1	9.3	-6.3	-6.3	-1.6	0.9
- CNc1ccncc1S(=O)(=O)NC
    -2.4	-7.9	3.2	9.8	-3.7	0.8	-1.3	9.1	2.1
- COc1ccc(-n2nc3cc(N)c(Br)cc3n2)cc1
    5.6	0.3	6.3	11.2	8.5	7.8	5.9	-1.5	-0.7
- Cc1ccc(C(=O)c2ccccc2C(=O)OCC(=O)NCCc2ccccc2)cc1
    -9.7	9.2	7.2	0.3	5.1	3.9	-0.2	1.5	-1.4
- COc1ccc(N2CCN(C(=O)CNS(=O)(=O)c3ccc(C)c(C)c3)CC2)cc1
    -18.6	4.7	-1.9	16.0	4.0	0.9	15.9	-9.1	3.4
- O=C(Nc1ccccc1-c1ccccc1)NC1CC2CCCC(C1)N2CCc1ccccc1 (stereo unspecified)
    -6.5	-2.4	0.3	-25.8	11.6	-3.6	-0.2	-10.5	-1.8
- CC(C)c1ccc(N2C(=O)[C@@H]3Cc4ccccc4CN3C2=O)cc1
    -2.2	8.3	6.1	8.5	-0.7	0.4	2.8	12.6	-1.9
- Cc1nnc(SCCn2c(N3CCC(C)CC3)nc3c2c(=O)n(C)c(=O)n3C)s1
    8.9	2.5	1.6	21.2	1.1	1.9	4.0	12.5	0.6
- O=C(CSc1nnc(-c2ccccc2)n1-c1ccccc1)NCc1ccco1
    4.3	0.0	14.0	3.8	5.0	0.8	-3.7	0.5	2.9

Screening results from PubChem.

Only part of the results is shown; count on the stated rates, not on these rows.
